RXFP1 agonist – qHTS Assay for Agonists of the Relaxin Receptor RXFP1 | HEK293T-RXFP1 cAMP TR-FRET, 30 min; response scale: percent of porcine relaxin response, buffer zero | Potency, µM (titrated, usually from 57.5 µM), for inactives: top-dose activation, hits mostly activators | 370,000 tested, 0.3% active; also: potency is read from the fitted curve at half-maximal effect; % is scaled to controls: 0 for no effect and ±100 for the full control effect; nearly all actives have a fitted effect of over 60% in size; many of its hits are not listed in these tables
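HEK293 cells stably expressing RXFP1, treated 30 min at 37C with compounds plus PDE4 inhibitor Ro 20174; cAMP measured by HTRF TR-FRET. Normalized to buffer and 29 nM porcine relaxin; EC50 by Hill fit.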
D1 antagonist – Antagonist of Human D 1 Dopamine Receptor: qHTS | 360,000 tested, 3.2% active | activity change, negative = inhibition, % at 10 µM | HEK293 TREx D1 cells, calcium flux, dopamine EC80; active compounds read low | AID 504652, 2011 | D(1A) dopamine receptor (Homo sapiens), P21728; in the data active = activity change below about -30%; also: % is scaled to controls: 0 for no effect and ±100 for the full control effect
Target sequence (P21728 whole entry, looked up): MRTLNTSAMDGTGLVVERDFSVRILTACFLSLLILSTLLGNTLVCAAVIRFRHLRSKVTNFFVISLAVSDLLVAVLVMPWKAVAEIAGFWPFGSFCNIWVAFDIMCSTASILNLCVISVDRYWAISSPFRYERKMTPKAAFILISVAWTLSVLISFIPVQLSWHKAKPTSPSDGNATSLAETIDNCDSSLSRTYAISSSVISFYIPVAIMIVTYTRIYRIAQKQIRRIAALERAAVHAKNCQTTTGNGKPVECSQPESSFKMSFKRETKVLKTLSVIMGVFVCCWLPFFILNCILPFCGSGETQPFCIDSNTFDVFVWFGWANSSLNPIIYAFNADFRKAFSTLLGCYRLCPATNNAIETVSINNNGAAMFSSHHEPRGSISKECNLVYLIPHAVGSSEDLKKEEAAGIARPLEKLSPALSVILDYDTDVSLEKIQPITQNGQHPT
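After overnight tetracycline induction at 30 C, force-coupled D1 HEK293 cells took up a no-wash calcium dye at room temperature. Compounds were added and monitored 180 s, and the response to EC80 dopamine was then recorded.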
GRP78 ERSR act – qHTS for Inducers of the Endoplasmic Reticulum Stress Response (ERSR) in Human Glioma: qHTS. U87-MG GRP78 promoter luciferase reporter, 16 h. Potency, µM, for the others: at the top dose activation, actives largely listed as activators. 420,000 tested, 0.02% active. AID 602332, 2012; also: potency is read from the fitted curve at half-maximal effect; series mostly up to about 76 µM; % of control where 0% means no effect; nearly all actives have a fitted effect of over 35% in size
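ERSR induction read as luciferase luminescence (Bright-Glo, 10 min at room temperature) in stably transfected human U87-MG glioma cells exposed to compounds for 16 h, using GRP78 as sensor.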
Vif-A3F inh – qHTS for Inhibitors of Vif-A3F Interactions: qHTS; 390,000 tested, 0.2% active; Potency, µM (top dose mostly 46.1 µM), for inactives: at the top dose activity, negative = active; HeLa A3F-eYFP + Vif (tagged APOBEC3F with the HIV-1 protein that degrades it), YFP fluorescence increase; also: potency is read from the fitted curve at half-maximal effect; % of control where 0% means no effect; nearly all actives have a fitted effect of over 65% in size
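HeLa cells stably expressing Vif plus C-terminally eYFP-tagged A3F were seeded, incubated overnight at 37 deg C, dosed with compound, incubated overnight again at 37 deg C. Yellow fluorescence (Ex 488/Em 500-530) reported blocked Vif-mediated A3F-eYFP degradation.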
D1 ag – Allosteric Agonists of the Human D1 Dopamine Receptor: qHTS. D(1A) dopamine receptor (Homo sapiens), P21728. HEK293 T-REx D1 cells, calcium flux, agonist mode. activation, % at 2 µM. 360,000 tested, 1% active; in the data active = activation above about 30%; also: 0% is about no effect
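Tetracycline-induced HEK293 TREx D1 cells, force-coupled to calcium signalling, were dye-loaded with a no-wash calcium kit. Compound was pin-added after a 10 s baseline. Fluorescence was read kinetically at 1 cycle/s for 180 s, with calcium rises flagged as agonism.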
D1 PAM – Potentiators of Human D1 Dopamine Receptor: qHTS; HEK293 TREx D1 cells, calcium flux, dopamine EC20 potentiation; potentiation, % at 10 µM; 360,000 tested, 0.036% active; in the data active = potentiation above about 30%; also: 0% is about no effect
LDHA inh – qHTS assay for inhibitors of human lactate dehydrogenase; 480,000 tested, 0.15% active; activity change, % (values are at about 110 or 230 µM); L-lactate dehydrogenase A chain (Homo sapiens), P00338; purified LDHA, NADH/diaphorase-resazurin fluorescence; active compounds read low; in the data active = activity change below about -30%; inconclusive = mostly about -25% to -30%;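 also: plate controls were DMSO wells for no effect and wells without enzyme for full effect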
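Human LDH5 at 2 nM final in Tris HCl pH 7.4 with 0.06 mM NADH and 0.2 mM pyruvate, reacted 5 minutes at room temperature. Remaining NADH coupled via diaphorase/resazurin; resorufin fluorescence read at 0 and 20 minutes, normalized to enzyme-free and DMSO wells.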
D2 potentiator – HTS Assay for Positive Allosteric Modulators of the Human D2 Dopamine Receptor: Primary Screen for Potentiators. potentiation, % at 10 µM. AID 485347, 2010. HEK293 T-REx D2, calcium flux, EC20 dopamine potentiation. 340,000 tested, 0.34% active. D(2) dopamine receptor (Homo sapiens), P14416;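 active = potentiation over 3 SD above the plate norm, cut at about 30% in these data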; also: 0% is about no effect
Target sequence (P14416 whole entry, looked up): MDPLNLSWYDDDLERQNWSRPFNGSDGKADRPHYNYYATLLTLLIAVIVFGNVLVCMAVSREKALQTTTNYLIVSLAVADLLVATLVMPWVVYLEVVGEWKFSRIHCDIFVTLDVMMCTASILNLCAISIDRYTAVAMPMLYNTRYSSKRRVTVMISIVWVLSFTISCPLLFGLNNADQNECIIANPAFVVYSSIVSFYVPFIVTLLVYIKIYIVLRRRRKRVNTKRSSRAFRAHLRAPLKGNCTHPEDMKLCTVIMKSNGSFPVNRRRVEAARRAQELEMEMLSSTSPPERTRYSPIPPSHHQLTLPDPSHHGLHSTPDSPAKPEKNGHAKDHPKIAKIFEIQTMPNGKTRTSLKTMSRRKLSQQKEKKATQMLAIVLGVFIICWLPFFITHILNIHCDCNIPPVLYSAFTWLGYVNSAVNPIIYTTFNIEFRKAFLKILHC
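Tetracycline-induced HEK293 T-REx cells force-coupled to calcium signalling expressed D2; compounds were pin-added after a 10 s baseline, read kinetically 180 s, then an EC20 dopamine challenge followed with a further 180 s calcium read.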
Vif-A3G inh – qHTS for Inhibitors of Vif-A3G Interactions: qHTS | 410,000 tested, 0.076% active | AID 602310, 2012 | HeLa A3G-eYFP + Vif (tagged APOBEC3G with the HIV-1 protein that degrades it), YFP fluorescence, overnight | DNA dC->dU-editing enzyme APOBEC-3G (Homo sapiens), Q9HC16 | Potency, µM (top dose mostly 46.1 µM), for inactives: at the top dose activity, negative = active, usual class: inhibitors;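 also: potency is read from the fitted curve at half-maximal effect; % is scaled to controls: 0 for no effect and ±100 for the full control effect; nearly all actives have a fitted effect of over 60% in size; hits raise eYFP signal because A3G escapes Vif-driven loss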
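HeLa cells stably expressing Vif and C-terminally eYFP-tagged A3G, seeded overnight at 37 deg C, then exposed to compound by pintool overnight at 37 deg C. Rise in yellow fluorescence (Ex 488/Em 500-530, Acumen) marks blocked Vif-driven A3G degradation.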
The depositor's hits bear a star; ? = inconclusive; . = no result given. Unless noted, calls follow the shape of the dose curve; as a rule, active = well fitted curve in the direction sought with a large enough effect; inconclusive = small, poorly fitted or top-dose-only effect, or another doubt; inactive = no such curve, though single readings can be large; an effect the other way counts as inactive or inconclusive. This is a subset, so the mix of outcomes need not match the whole.

SMILES	RXFP1 agonist	D1 antagonist	GRP78 ERSR act	Vif-A3F inh	D1 ag	D1 PAM	LDHA inh	D2 potentiator	Vif-A3G inh
CCN(CC)C(=O)C1=C(C)N(Cc2ccc(C(C)(C)C)cc2)C(=O)C(CC(=O)NCCc2ccccn2)C1 (stereo not given)	.	.	-2%	5%	.	.	2	.	1%
Cc1c(OCC(=O)NCCN2CCOCC2)ccc2c(-c3ccccc3)cc(=O)oc12	1.0%	-17	-6%	6%	2	6	-7	0	2%
Cc1ccc(C)c(N2CCN(CCCNC(=O)CCC(=O)N3CCOc4ccc(Cl)cc43)CC2)c1	-1.9%	-2	.	.	17	-10	.	-23	.
CCCCNC(=O)Nc1c(C(=O)OC)[nH]c2ccc(C)cc12	-0.7%	-24	-1%	1%	1	5	0	-10	0%
O=C(NC1CCCCC1)c1csnn1	.	.	-2%	-7%	.	.	-4	.	-5%
Cc1c(C(=O)N2CCOCC2)oc2ccc(S(=O)(=O)N3CCCC3)cc12	-0.6%	-5	0%	6%	4	-3	-6	8	-2%
CC(Sc1nnc(C2CC2)n1Cc1ccccc1)C(=O)N1CCNC1=O (stereo not given)	2.1%	-7	-1%	6%	1	-3	0	1	2%
COc1cccc2cc(S(=O)(=O)c3ccccc3)c(=Nc3ccc4c(c3)OCCO4)oc12	-0.5%	-8	-4%	-22%	1	-1	-2	0	1%
COC(=O)c1ccc(NC(=O)CC2Nc3cc(C)c(C)cc3NC2=O)cc1 (stereo not given)	.	-15	-8%	?	13	-2	0	-9	?
CC1CC(C)CN(c2ccc(-n3cnnn3)cc2[N+](=O)[O-])C1 (stereo not given)	4.5%	10	-2%	2%	1	-5	-1	1	0%
S=C(Nc1ccc(Cl)cc1)N1CCCC1	0.2%	37	0%	-18%	2	-2	-8	11	-6%
OCCN1C[C@H](O)[C@@H](O)[C@H](O)[C@H]1CO	1.8%	-1	.	.	3	-2	.	-2	.

The closing two entries of the part before open the next one.
SMILES	RXFP1 agonist	D1 antagonist	GRP78 ERSR act	Vif-A3F inh	D1 ag	D1 PAM	LDHA inh	D2 potentiator	Vif-A3G inh
S=C(Nc1ccc(Cl)cc1)N1CCCC1	0.2%	37	0%	-18%	2	-2	-8	11	-6%
OCCN1C[C@H](O)[C@@H](O)[C@H](O)[C@H]1CO	1.8%	-1	.	.	3	-2	.	-2	.
COC(=O)/C=C(\C)NC(=O)c1cccs1	1.9%	0	-4%	-8%	2	8	4	0	1%
COc1ccc(NC(=O)C2=C(C)C(=O)OC23CCN(C(C)C)CC3)cc1Cl	-0.6%	-18	-3%	-2%	5	-5	-1	7	2%
O=C(CSc1ccc2nnc(-c3ccccn3)n2n1)Nc1ccc2c(c1)OCO2	16%	-14	-3%	-1%	3	-8	-12	3	0%
Cn1c(N)c(C(=O)Nc2c(Cl)cccc2Cl)sc1=S	0.9%	9	3%	4%	0	15	0	-4	-7%
COc1ccc(-c2nc(NC(=O)Cn3cnnn3)sc2C)cc1	1.8%	-9	-1%	4%	1	-7	1	-2	6%
CCOc1ccc(CCNC(=O)C2CCCN(S(=O)(=O)N(C)c3ccc(F)cc3)C2)cc1 (stereo not given)	0.0%	-11	-3%	3%	4	-2	-13	1	3%
Cc1nc(SCC(=O)N2c3ccccc3Sc3ccccc32)n[nH]1	-1.9%	0	6%	-7%	0	0	-9	15	0%
CCCc1cc(C(=O)NC2CCCCC2)no1	3.3%	12	10%	-7%	11	0	-7	5	0%
Cc1cc(=O)[nH]c2c(C)cc(S(=O)(=O)N3CCCCC3)cc12	0.3%	-22	4%	-19%	4	0	-1	12	2%
Cc1ccc(-n2nc(C(=O)O)cc2-c2ccccc2Cl)cc1	0.0%	-12	-5%	-9%	3	-1	-9	1	2%
COc1ccc(NC2CCCN(C(=O)c3cccc(N(C)C)c3)C2)cc1 (stereo not given)	-1.4%	-7	-2%	-3%	-1	-1	3	1	2%
O=C(NC(=S)Nc1ccccc1N1CCOCC1)c1ccc(-c2cccc(Cl)c2)o1	2.1%	18	-3%	4%	1	-4	-4	9	0%
COc1ccc(S(=O)(=O)N2CCN(C3CCCC(C)C3)CC2)cc1 (stereo not given)	-2.8%	8	-5%	1%	-3	-2	-11	-10	1%
O=C(NC1CCCCC1)NC1C2CC3CC(C2)CC1C3 (stereo not given)	-2.5%	8	-1%	1%	1	-5	0	16	0%
COc1cc(/C=N/NC(=O)Cc2csc(N3CCOCC3)n2)cc(OC)c1O	0.2%	-2	0%	13%	3	-3	7	8	1%
CC(C)C1C(=O)N(Cc2cn(CCC3OCCO3)nn2)CCS(=O)(=O)N1Cc1ccc(-c2ccncc2)cc1 (stereo not given)	.	.	-1%	-10%	.	.	-1	.	-15%
COc1cnc(-c2ccccn2)nc1Oc1c(C)cccc1C	-1.5%	2	-1%	?	2	-2	1	10	0%
CCOC(=O)C1=C(c2ccccc2)NC(=O)NC1c1cc(OC)c(OC)cc1OC (stereo not given)	3.8%	1	-11%	4%	2	-5	-3	.	-6%
COc1ccccc1-c1cc2nc(C)c(CCC(=O)Nc3ccc(Br)c(C)c3)c(C)n2n1	9.7%	7	-6%	-11%	2	-3	-4	-3	-1%
CCc1ccc(C(=O)COc2ccc(NC(C)=O)cc2)cc1	4.5%	-3	4%	-5%	1	1	-2	-22	-3%
O=c1[nH]c2ccc(NC(=S)Nc3ccc(Cl)cc3Cl)cc2[nH]1	-1.7%	-19	-5%	-13%	0	-2	-2	-1	1%
O=C(CN1C(=O)c2ccccc2S1(=O)=O)N1CCN(c2ccccc2)CC1	2.8%	-4	4%	-3%	8	0	6	13	-2%
O=C1CCN(S(=O)(=O)c2ccc(Cl)cc2)CCN1	0.6%	22	2%	-1%	3	-1	-1	6	3%
Cc1n[nH]c(=O)nc1NCc1ccccc1	1.8%	5	-4%	2%	1	-1	-8	1	1%
O=C(CNC(=O)c1ccc2c(c1)OCO2)Nc1cccc(Br)c1	-0.3%	18	0%	-12%	1	3	-10	-11	2%
CNc1cccccc1=S	2.8%	-56*	-3%	3%	0	1	12	2	2%
CCOC(=O)CNCCC(=O)c1ccc(Br)cc1	1.4%	8	-12%	9%	1	-1	-6	4	?
O=C(CSc1nc(NS(=O)(=O)c2ccccc2)cc(=O)[nH]1)Nc1cccc(C(F)(F)F)c1	-0.5%	-3	-2%	0%	3	-2	-4	-20	0%
Cc1cccc(C(=O)NC(CC(=O)O)c2ccc(OC3CCCC3)cc2)c1[N+](=O)[O-] (stereo not given)	2.8%	-7	0%	7%	3	-4	-8	-5	-1%
O=C(Nc1ccc2c(c1)OCCO2)C1CCC1	0.4%	4	9%	-1%	0	-1	-3	8	0%
COc1cccc(CN2CCNC(=O)C2CC(=O)NCC(C)(C)N2CCOCC2)c1OC (stereo not given)	-0.2%	2	-6%	-11%	1	-2	-6	-1	-1%
COC(=O)c1nnn(-c2ccccc2)c1N	1.9%	-9	2%	3%	0	-3	-2	5	2%
COC(=O)c1ccc(=O)n(-c2ccc(OC)cc2)c1	-0.2%	6	2%	-3%	2	3	-7	-9	-1%
CN(C)S(=O)(=O)c1cc(NC2CC(=O)N(c3ccc(F)cc3)C2=O)ccc1Cl (stereo not given)	2.0%	-17	-5%	0%	10	-9	-1	.	1%
Cc1cc(OCCN2CC(C)OC(C)C2)ccc1[N+](=O)[O-] (stereo not given)	1.3%	-12	0%	-6%	1	-3	-16	5	-1%
CCSc1nc2c(c(=O)[nH]c(=O)n2C)n1Cc1ccc(Cl)cc1	5.5%	4	3%	-4%	4	-7	-5	12	-12%
COc1cc(NC(=O)Nc2cccc3cccnc23)cc(OC)c1OC	1.8%	1	0%	-1%	2	-6	0	8	2%
COc1ccc(NC(=O)CN(C)C(=O)c2ccc3c(c2)OCCO3)cc1	-0.3%	0	4%	3%	0	0	-6	11	0%
O=C(c1ccco1)[C@@H]1[C@@H]2C(=O)N(c3ccc(F)cc3)C(=O)[C@@H]2[C@H]2C=Cc3ccccc3N21	0.7%	-12	-5%	-10%	0	0	-3	12	-6%
COc1ccc(CCn2c(=S)[nH]c3cc(C(=O)NCc4ccco4)ccc3c2=O)cc1OC	-2.2%	-29	-4%	-28%	2	-5	-3	10	?
O=c1[nH]c(=O)n(Cc2ccccc2)c2nc(-c3ccc(Oc4ccc(F)cc4)c([N+](=O)[O-])c3)n(CCO)c12	-2.8%	-27	2%	-11%	3	-5	-1	2	-13%
COc1cc(NC(=O)c2cc3ccccc3o2)c(OC)cc1Br	14%	-1	-7%	5%	1	-3	-2	14	-12%
C=CCOc1cccc(C2C(C(=O)c3ccc(C)o3)=C(O)C(=O)N2c2nccs2)c1 (stereo not given)	?	-1	-1%	-4%	19	-1	-4	8	2%
O=C(COC(=O)c1ccccc1OCc1ccc(Cl)cc1)NCC1CCCO1 (stereo not given)	.	.	-1%	6%	.	.	-4	.	0%
NC(=O)CC(NC(=O)c1ccccc1)c1ccc(NCCc2ccc(Cl)cc2)c([N+](=O)[O-])c1 (stereo not given)	-2.2%	-15	-4%	2%	1	-5	-12	10	3%

Bioassay records deposited in PubChem BioAssay by National Center for Advancing Translational Sciences (NCATS).
